# AID2073 – inhibitors of Mint1-CaV2.2 protein interaction, biochemical, HTRF (AID 2073); Voltage-dependent N-type calcium channel subunit alpha-1B (Homo sapiens); HTRF protein-protein interaction, Mint1-CaV2.2; higher % means a stronger effect; inhibition, % at 20 µM; hits with a dose series show IC50 in µM; hit rate 0.19% among 290,000; in the data active = inhibition mostly above about 51%, no sharp cut-off; inconclusive = no clear call, values can overlap the other calls; inactive = mostly below about 53%; also: some results filed as inactive read as strong as hits
# SIAH1 antagonists – Siah-1 peptide-binding antagonists, primary screen, biochemical, fluorescence polarization, rhodamine-plectin, uHTS (AID 1817) | E3 ubiquitin-protein ligase SIAH1 (Homo sapiens) | Siah-1 / rhodamine-plectin peptide fluorescence polarization; higher % means a stronger effect | one-dose displacement, % at 20 µM; IC50 in µM for titrated hits | hit rate 0.02% among 290,000;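 active = displacement of at least 50% at 20 µM, with a fluorescence ratio check between 0.3 and a set limit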;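 also: plate controls were Siah plus tracer with DMSO for no effect and tracer alone without Siah for full effect; strong numbers were not always called active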
# GPR55 beta-arrestin – GPR55 agonists via beta-arrestin recruitment, primary screen, imaging, U2OS cells, beta-arrestin-GFP redistribution (AID 1961); G-protein coupled receptor 55 (Homo sapiens); U2OS GPR55 beta-arrestin-GFP redistribution imaging; higher % means a stronger effect; one-dose activation, % at 10 µM; EC50 in µM for titrated hits; hit rate 0.048% among 290,000;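 active = activation above 40% with more than 50 cells counted in the well; inconclusive = wells holding fewer than 50 cells, flagged as toxic or sparse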;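 also: U2OS osteosarcoma cells stably expressing GPR55 and beta-arrestin-GFP; plate controls were DMSO negative control for no effect and LPI positive control for full effect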
# NOD1 inhibition – NOD1 signaling inhibitors, primary screen, cell-based, luminescence, uHTS (AID 1578); NOD1-driven NF-kB luciferase reporter cells, luminescence; higher % means a stronger effect; inhibition, % at 4 µM; hits with a dose series show EC50 in µM; hit rate 1% among 290,000; in the data active = inhibition mostly above about 36%, no sharp cut-off; inactive = mostly below about 34%;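 also: HEK-293T reporter cells stimulated with the NOD1 agonist gamma-tri-DAP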
# KOR beta-arrestin-1 – KOR agonists, beta-arrestin recruitment, primary screen, cell-based, luminescence, uHTS (AID 1777); hit rate 0.02% among 280,000; KOR beta-arrestin recruitment, luminescence; higher % means a stronger effect; one-dose activation, % at 10 µM; EC50 in µM for titrated hits; Kappa-type opioid receptor (Homo sapiens); in the data active = activation above about 50%, passing the limit was not always enough; also: a part of the inactive calls stands beside numbers as strong as those of hits
# HIV fusion peptide – inhibitors of HIV fusion peptide binding, primary screen, biochemical, uHTS, fluorescence dequenching (AID 1986) | cell-free peptide binding, fluorescence dequenching, 30 min; higher % means a stronger effect | one-dose inhibition, % at 20 µM; IC50 in µM for titrated hits | hit rate 0.3% among 290,000; in the data active = inhibition mostly above about 52%, no sharp cut-off; inactive = mostly below about 76%; also: some results filed as inactive read as strong as hits
# KOR beta-arrestin-2 – KOR antagonists, beta-arrestin recruitment, cell-based, luminescence, uHTS (AID 1778); Kappa-type opioid receptor (Homo sapiens); KOR beta-arrestin recruitment, luminescence, antagonist mode; higher % means a stronger effect; inhibition, % at 10 µM, or IC50 in µM where a hit was titrated; hit rate 0.091% among 290,000; in the data active = inhibition above about 50%; also: strong numbers were not always called active
# GPR35 antagonists – GPR35 antagonists blocking zaprinast-driven arrestin recruitment, primary screen, imaging, U2OS, beta-arrestin-GFP, zaprinast agonist (AID 2058); hit rate 0.052% among 290,000; inhibition, % at 10 µM, or IC50 in µM where a hit was titrated; G-protein coupled receptor 35 (Homo sapiens); U2OS GPR35 beta-arrestin-GFP translocation imaging, zaprinast antagonism; higher % means a stronger effect;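 active = inhibition of at least 50% with at least 30 cells and total cytoplasm GFP at most 10,000,000; inconclusive = under 30 cells or total GFP of 10,000,000 plus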
# GPR55 LPI antagonism – GPR55 antagonists blocking LPI-driven arrestin recruitment, primary screen, imaging, U2OS, beta-arrestin-GFP, LPI agonist (AID 2013) | one-dose inhibition, % at 10 µM; IC50 in µM for titrated hits | hit rate 0.13% among 290,000 | U2OS GPR55 beta-arrestin-GFP translocation imaging, LPI antagonism; higher % means a stronger effect | G-protein coupled receptor 55 (Homo sapiens);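 active = spots per cell inhibited over 60%, with over 100 cells counted and total cytoplasm intensity under 500,000; inconclusive = wells with under 100 cells, flagged as likely toxic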;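 also: U2OS cells stably carrying GPR55 and arrestin-GFP stimulated by 5 µM LPI near EC80; imaged beta-arrestin-GFP aggregate spots per cell after agonist stimulation; plate controls were LPI-stimulated DMSO wells for no effect and DMSO wells without LPI for full effect; some results filed as inactive read as strong as hits; confirmed hits need IC50 under 10 µM and bright autofluorescent wells are also inconclusive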
# * hit, by the source's call; u = inconclusive; x = not tested or not shown; [ ] = remark or other dose.
SMILES,AID2073,SIAH1 antagonists,GPR55 beta-arrestin,NOD1 inhibition,KOR beta-arrestin-1,HIV fusion peptide,KOR beta-arrestin-2,GPR35 antagonists,GPR55 LPI antagonism
CC(=O)c1cccc(NC(=O)c2cc(C)no2)c1,-3%,2%,-0.5%,-23%,6.1%,-0.1%,32%,2%,6%
Cc1ccc(-n2c(SCC(=O)N3CCOCC3)nc(O)cc2=O)cc1,8%,-1%,0.2%,-9%,0.7%,-1.1%,4%,-4%,-2%
Cc1cccc(C)c1OCCCn1ccnc1,6%,2%,-0.3%,-3%,-0.1%,0.4%,-25%[20 µM],12%,-8%
CC(C)Cc1n[nH]c(=O)[nH]1,11%,2%,0.2%,-18%,1.9%,3.3%,6%,4%,-10%
Fc1ccc(NC(=S)N2CCCCC2)cc1,-11%,-9%,-0.2%,3%,2.6%,1.4%,10%,2%,-1%
CSCCC(NC(=O)OC(C)(C)C)C(=O)Oc1ccc2c(=O)c(-c3ccc4c(c3)OCCO4)coc2c1 (configuration not stated),10%,1%,0.6%,-36%,-0.8%,-1.8%,-5%,9%,5%
Cc1cc(N(C)Cc2ccccc2)nc(-c2ccccc2)n1,-2%,2%,-0.1%,-14%,4.1%,-0.5%,19%,4%,-3%
Cc1cc(NC(=O)COC(=O)C2CCN(S(=O)(=O)c3ccccc3)CC2)c([N+](=O)[O-])cc1C,0%,1%,-0.1%,-15%,6.5%,-0.5%,-14%,-25%,7%
O=C(NCCNC(=O)c1ccccn1)c1ccccc1,12%,-5%,0.0%,37%,6.8%,0.3%,-25%,-4%,-2%
CCn1c(C(=O)N2CCC(C(=O)NCc3ccc4c(c3)OCO4)CC2)cc2sccc21,u,4%,0.3%,-34%,-2.3%,0.4%,13%,-4%,5%
O=C(Nc1ccc(Cl)cn1)c1ccc([N+](=O)[O-])o1,-7%,0%,-0.1%,12%,-5.7%,-1.4%,24%[20 µM],-8%,7%
CCOc1ncccc1C(=O)OCc1c(Cl)cccc1Cl,-2%,2%,-0.1%,-7%,9.0%,1.9%,-10%,-14%,16%
O=C(c1nnsc1S(=O)c1ccc(Cl)cc1)N1CCOCC1 (configuration not stated),-1%,-4%,0.2%,14%,2.3%,-0.9%,-24%,11%,50%
Cc1ccc(NC(=O)CSc2nnc([C@@H]3CCCN3C(=O)OC(C)(C)C)o2)c(C)c1,2%,-5%,0.1%,-10%,-7.3%,3.8%,-22%,-4%,3%
CCCOc1ccc2c(c1)C(=NN=C(N)N)c1cc(OCCC)ccc1-2,21%,4%,-0.1%,-2%,-1.9%,-2.3%,14%,-1%,6%
CCc1ccc(N2CC(C)Cn3c2nc2c3c(=O)[nH]c(=O)n2C)cc1 (configuration not stated),11%,-4%,-0.1%,4%,3.5%,0.6%,-24%,2%,5%
CN(CCC#N)C(=S)Nc1ccc(F)cc1,-5%,-4%,0.2%,4%,-2.6%,-1.6%,7%,-7%,4%
CCc1cc(C(=O)OC)c(NC(=O)c2cc(Br)cs2)s1,5%,5%,-0.2%,-8%,4.4%,0.7%,-5%,-7%,9%
O=C(Cn1nc(C(F)(F)F)c2c1CCCC2)NCc1ccco1,-6%,6%,-0.2%,26%,-7.8%,6.5%,20%,11%,21%
S=C(NCC1CCCO1)NC1CCCC1 (configuration not stated),3%,-1%,-0.1%,-50%,-1.4%,0.5%,-2%,15%,14%
O=C(NCCCN1CCCC1=O)Nc1ccccc1Cl,12%,-4%,-0.1%,-23%,11%,0.5%,-26%,-5%,8%
CCCN(CCC)S(=O)(=O)c1cc(CN2C(=O)c3cccnc3C2=O)ccc1OC,8%,4%,0.6%,-3%,-4.6%,0.3%,12%,6%,-6%
COC(=O)c1cc2c(cc1N)OCCO2,-11%,2%,0.2%,-36%,-2.4%,19%,2%,-4%,5%
CCOc1cc(N2CCOCC2)c(OCC)cc1NC(=O)c1cc(C)nc2ccccc12,2%,2%,0.0%,-41%,-3.8%,-0.3%,-28%,-2%,3%
COc1ccc(OC)c(Cc2nnc(CCC(=O)NC3CCCCCCC3)o2)c1,4%,2%,-0.1%,-41%,-6.4%,0.9%,1%[20 µM],-9%,6%
O=C(O)c1ccc(S(=O)(=O)c2ccc3c(c2)C(=O)N(c2ccc(O)cc2)C3=O)cc1,-1%,0%,-1.9%,-1%,3.4%,2.3%,10%,-6%,11%
CCCn1cc(SCC(=O)NCC2CCCO2)c2ccccc21 (configuration not stated),-10%,6%,-0.3%,-9%,-6.4%,0.8%,-18%,7%,-2%
O=C(CCNS(=O)(=O)c1ccccc1)NCCCSc1ccccc1,7%,3%,-0.1%,-19%,-3.8%,-1.4%,27%,4%,17%
CCNCc1cc(Cl)c(OCc2ccccc2)c(OCC)c1,-3%,-8%,-0.2%,34%,-4.0%,-1.2%,12%,-4%,1%
CN(Cc1ccccc1)S(=O)(=O)c1ccc(Cl)c(C(=O)NCc2ccc3c(c2)OCO3)c1,5%,0%,-0.3%,-8%,14%,3.7%,-8%,-10%,0%
COc1ccc(C(=O)NC2CC3CCCC(C2)N3Cc2ccccc2)cc1 (configuration not stated),-3%,-4%,0.3%,11%,1.8%,1.5%,27%,8%,0%
CCOC(=O)c1cc2c(=O)n3cccc(C)c3nc2n(CC(C)C)c1=NC(=O)c1ccco1,33%,0%,-0.2%,-13%,0.1%,1.2%,-32%,-11%,-6%
O=C1CCCC(=O)N1c1ccc(O)cc1,-2%,-3%,-0.1%,-15%,x,0.5%,-30%[20 µM],-2%,9%
Cc1ccc(NC(=O)CSc2nnc(CNC(=O)C34CC5CC(CC(C5)C3)C4)n2-c2ccc(F)cc2)cc1,2%,1%,0.2%,-12%,-0.4%,-3.5%,34%,2%,0%
NS(=O)(=O)c1ccc(NC(=O)c2cc(-c3ccccc3O)n[nH]2)cc1,13%,-3%,-0.1%,4%,4.8%,-2.4%,-7%,0%,1%
CCOc1ccc(/C=C2/SC(=S)N(CCC(=O)Nc3ccc(C(=O)O)cc3)C2=O)cc1,5.5µM*,-5%,-0.2%,-24%,1.1%,47%,4%,-1%,1%
C[C@H](NCc1c[nH]c2ccccc12)c1ccccc1,-4%,-8%,-0.2%,-7%,-5.1%,-1.3%,9%[20 µM],0%,2%
CC[N+]1=CN(c2ccccc2)C(C)=CC1(C)C,-6%,-7%,-0.2%,-8%,-0.2%,-1.7%,-50%,2%,1%
CC(C)c1cccc(C(C)C)c1NC(=O)COC(=O)[C@H](C)NC(N)=O,-1%,-7%,0.2%,10%,1.5%,-1.1%,-6%,-3%,-13%
CCc1ccc(C(=O)COC(=O)C(Cc2ccccc2)NC(=O)C2CCC(C)CC2)cc1 (configuration not stated),10%,2%,-0.1%,13%,-0.1%,-0.4%,28%,1%,8%
COc1cc(C=O)ccc1OC(=O)c1cccnc1,-10%,3%,-0.1%,-9%,-8.0%,-1.0%,-3%[20 µM],3%,-19%
Cc1ccnc(NC(=O)CCCOc2ccc(Cl)cc2C)c1,-3%,-1%,-0.2%,-15%,-5.2%,1.0%,2%,-1%,-18%
COc1ccc(/C=C/C(=O)c2cc(F)ccc2OC(=O)c2ccc(OC)c(OC)c2)cc1OC,7%,-8%,1.3%,43%,1.3%,1.7%,-28%,-7%,14%
CC(C)Sc1nc2c(c(=O)n1-c1ccc(F)cc1)SCC2,12%,-1%,-0.1%,-9%,-1.1%,-0.1%,28%,-8%,14%
Cc1cc(C)c(-n2nnnc2SC(C)C)c(C)c1,10%,-5%,0.4%,-24%,3.3%,-0.3%,-20%,-14%,7%
Cc1ccc(NC(=O)CCCn2nc(C)c3c(C)n(-c4ccccc4)nc3c2=O)c(Cl)c1,-6%,18%,-0.1%,-30%,4.9%,25%,-58%,-15%,-1%
COc1ccc(C(=O)Nc2ccc(/C(C)=N/NC(=O)c3ccncc3)cc2)cc1,20%,8%,-0.1%,-25%,0.2%,15µM*,38%,-3%,11%
O=C(NCCc1nccs1)C1CCC(=O)N(Cc2cccc(C(F)(F)F)c2)C1 (configuration not stated),-1%,4%,0.3%,-63%,1.2%,-0.4%,-1%,-10%,9%
CCOc1ccc2oc(=O)cc(CN3CCOCC3)c2c1,4%,1%,0.0%,-10%,-1.4%,-2.3%,3%,-15%,16%
O=C(NCc1ccco1)C1CC(=O)N(c2ccc(O)cc2)C1 (configuration not stated),1%,0%,-0.1%,-3%,-2.6%,2.4%,12%,-6%,5%
COc1ccccc1N1CCN(S(=O)(=O)CCNC(=O)c2cc(OC)c(OC)c(OC)c2)CC1,-1%,2%,-0.3%,-11%,2.0%,-0.9%,-28%,-8%,-16%
CN(Cc1cc(=O)[nH]c2ccccc12)C(=O)c1ccccc1,-1%,-2%,0.3%,-10%,6.1%,0.9%,-19%,8%,10%
CS(=O)(=O)N(Cc1ccc(C(=O)Nc2ccccc2Sc2ccccc2)cc1)c1ccccc1,2%,5%,0.5%,-134%,5.2%,-0.1%,-19%,15%,17%
COc1ccc(OC)c(-c2nnc(NC(=O)C(C)Sc3nncn3C)s2)c1 (configuration not stated),-8%,-2%,-0.1%,-3%,-0.4%,-1.2%,1%,-4%,15%
COc1ccc(OC)c(N=C(C)C2=C(O)COC2=O)c1,-12%,4%,0.3%,8%,-5.6%,1.4%,-17%,-16%,1%
CCOC(=O)C1CCCN(S(=O)(=O)c2ccc3c(c2)CC(C)N3C(=O)C2CC2)C1 (configuration not stated),-1%,0%,0.6%,-35%,0.4%,-1.4%,-37%,5%,2%
CC(=O)Nc1ccccc1S(=O)(=O)CC1CC1(Cl)Cl (configuration not stated),10%,-1%,-0.3%,2%,-8.5%,-2.3%,10%,1%,-2%
COc1ccc(CN(C)C(=O)c2cc(S(=O)(=O)Nc3ccccc3F)ccc2C)c(OC)c1,1%,0%,1.0%,-21%,5.1%,1.1%,-7%,-11%,8%
Fc1ccccc1Oc1nc(-c2ccncc2)nc2ccccc12,9%,6%,0.2%,-5%,1.3%,-0.8%,10%,-5%,3%

# Screens as filed in PubChem.

# Not all compounds are listed, so the mix of outcomes need not match the whole.
